Compound activity as filed in PubChem BioAssay.
WT yeast gro inh: growth inhibition of WT yeast, mitochondrial fusion screen | mitochondrial fusion phenotypic screen, WT strain | inhibition, % at 10 µM | 190,000 tested, 2.1% active | AID 1362; in the data active = inhibition above about 58%; tested in S. cerevisiae
XIAP displacement: XIAP antagonists, biochemical, IAP family, fluorescence polarization (AID 1018); XIAP BIR domain, fluorescence polarization peptide displacement; higher % means a stronger effect; displacement, % at 20 µM; hits with a dose series show IC50 in µM; 200,000 tested, 0.007% active; in the data active = displacement above about 50%; also: a part of the inactive calls stands beside numbers as strong as those of hits
PMI inhibitors: inhibitors of human PMI, primary screen, biochemical, fluorescence intensity, coupled assay (AID 1209); one-dose inhibition, % at 20 µM; IC50 in µM for titrated hits; 190,000 tested, 0.42% active; purified PMI enzyme, coupled fluorescence intensity; higher % means a stronger effect;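 also: plate controls were DMSO vehicle for no effect and wells lacking substrate for full effect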
RSV antiviral HEp-2: RSV antiviral activity via CPE protection, HEp-2 cells, primary 10 µM value included (AID 2391); HEp-2 cells, RSV-induced CPE inhibition; higher % means a stronger effect; 310,000 tested, 0.13% active; one-dose CPE inhibition, % at 10 µM; IC50 in µM for titrated hits; in the data active = a potency from the dose series; inconclusive = CPE inhibition mostly from about 23% at the one dose, without a potency; inactive = the rest, 99 in 100 with CPE inhibition below about 21%; also: strong numbers were not always called active
TNAP activation fold: stimulation of alkaline phosphatase TNAP activity – biochemical, luminescent, no phosphate acceptor, uHTS, primary screen (AID 1001). 200,000 tested, 0.03% active. one-dose activation fold at 20 µM; EC50 in µM for titrated hits. purified TNAP, luminescent activation assay, no phosphate acceptor; higher activation fold means a stronger effect; in the data active = activation fold from about 3, or a potency from the dose series; inactive = the rest, 99 in 100 with activation fold below about 1.6; also: many of its hits are not listed in these tables
Myeloid diff 2: compounds promoting myeloid differentiation; ER-HoxA9 myeloid progenitors, lysozyme-GFP differentiation, flow cytometry; calls only at 10 µM; 360,000 tested, 1% active;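 active = normalized GFP-positive differentiation at or above the plate's own cutoff, the solvent-only control mean plus 3 SD; inconclusive = no clear call, values can overlap the other calls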;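 also: cells exposed to compound for four days before flow analysis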
PhoP inhibition: inhibitors of PhoP regulon expression, primary screen, Salmonella Typhimurium, GFP reporter (AID 1863); inhibition, % at 50 µM; hits with a dose series show IC50 in µM; 300,000 tested, 0.16% active; S. Typhimurium PhoP-regulated promoter GFP reporter, 4 h; higher % means a stronger effect;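 active = inhibition over 29.93%, a cutoff 3 SD above the screen mean, later confirmed by dose response; inconclusive = inhibition over 29.93% but no dose response follow-up; inactive = inhibition at most 29.93% or unconfirmed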;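 also: 0% = low Mg2+ inducing control and 100% = high Mg2+ repressing control; strong numbers were not always called active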
SIAH1 antagonists: blockers of Siah-1 interaction with plectin peptide – biochemical, fluorescence polarization, rhodamine-plectin, uHTS, primary screen (AID 1817). displacement, % at 20 µM, or IC50 in µM where a hit was titrated. 290,000 tested, 0.02% active. Siah-1 / rhodamine-plectin peptide fluorescence polarization; higher % means a stronger effect;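 active = displacement of at least 50% at 20 µM, with a fluorescence ratio check between 0.3 and a set limit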;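 also: plate controls were Siah plus tracer with DMSO for no effect and tracer alone without Siah for full effect; strong numbers were not always called active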
human PMI inhibitors: human PMI inhibitors, high substrate, primary screen, biochemical, fluorescence intensity, high mannose 6-phosphate (AID 1220). recombinant PMI enzyme, coupled fluorescence intensity; higher % means a stronger effect. inhibition, % at 20 µM, or IC50 in µM where a hit was titrated. 190,000 tested, 0.66% active
WT yeast gro inh mutant strain: also measured in WT yeast gro inh; calls as there; inhibition, %; mitochondrial fusion phenotypic screen, mutant strain inhibition
Myeloid diff 2 GFP+ MAC1+ %: further read-out of Myeloid diff 2, marked with its call; GFP+ MAC1+ double positive, %; measured here: differentiation confirmed by MAC1 staining
Numbers without * were called inactive; i = inactive; ? = inconclusive; . = no result given. Rule as the data show it, unless noted: active = inhibition above about 50%; inactive = the rest.

SMILES | WT yeast gro inh | WT yeast gro inh mutant strain | XIAP displacement | PMI inhibitors | RSV antiviral HEp-2 | TNAP activation fold | Myeloid diff 2 | Myeloid diff 2 GFP+ MAC1+ % | PhoP inhibition | SIAH1 antagonists | human PMI inhibitors
O=C(/C=C/c1ccnc2ccccc12)c1cccs1 | 26 | 28 | -7.3% | 12% | 2.1% | 1 | i | 0.0 | -9% | -3% | 10%
O=C(Nc1cc(S(=O)(=O)N2CCOCC2)ccc1N1CCOCC1)c1cc2c(s1)CCC2 | . | . | . | . | -2.5% | . | i | 0.2 | -11% | 10% | .
c1cncc(Nc2nc(-c3cccs3)cs2)c1 | 2 | -38 | -1.9% | 16% | 13% | 1.1 | i | 5.2 | 15% | -1% | 7%
O=C(NCCN1CCOCC1)C1CCN(S(=O)(=O)N2CCCCC2)CC1 | -26 | -7 | -7.1% | 7% | 1.2% | 1.1 | i | 1.2 | -1% | 2% | 12%
c1ccc(CCN2CN(CCCN3CCOCC3)c3nc4ccccc4n3C2)cc1 | -4 | 5 | -5.7% | 4% | -0.6% | 1.1 | i | 0.6 | -8% | -3% | 4%
O=C(Nc1nccs1)Oc1ccccc1 | -21 | -32 | -2.3% | -7% | 0.1% | 1.2 | i | 2.4 | 3% | 4% | -3%
CC(C)=CCCC(C)CN1CCC(n2nccc2NC(=O)c2ccc3c(c2)OCO3)CC1 (stereo unspecified) | . | . | . | . | -0.2% | . | i | 1.1 | 4% | 3% | .
COc1ccc(NC(=O)c2ccco2)c(NC(=O)Cc2cccs2)c1 | 5 | -4 | -0.5% | 4% | -0.9% | 1.2 | i | 1.8 | 23% | 3% | 7%
CCCCNC(=O)/C(=C/c1ccco1)NC(=O)c1ccco1 | . | . | . | . | 1.2% | . | i | 1.4 | 3% | 6% | .
Oc1oc(-c2ccc(Br)cc2)nc1C=Nc1ccc(Br)cn1 | -4 | -9 | -6.9% | -6% | 1.4% | 1.2 | i | 0.2 | -6% | -6% | -6%
CCN(Cc1ccccc1)Cc1c(F)cccc1F | 11 | 23 | -3.8% | 2% | -0.9% | 1.1 | i | 5.4 | 2% | 3% | -14%
Cc1cc(C)n(CC(=O)N2CCCC(N3CCN(c4ccccc4C)CC3)C2)n1 (stereo unspecified) | . | . | . | . | 0.2% | . | ? | . | -5% | 5% | .
CC1=C(C(=O)Nc2cc(C(=O)N(C)Cc3ccccc3)ccc2C)SCCO1 | . | . | . | . | 2.2% | . | i | 1.8 | -13% | 4% | .
O=C(CSc1nnc(-c2cccs2)n1-c1ccccc1)c1ccc2c(c1)OCCO2 | . | . | -2.6% | 3% | 0.9% | 1.1 | i | 0.4 | . | 0% | 6%
COc1cccc(NC(=O)C2CC(=O)N/C(=N/NC(=O)c3ccc(C)cc3)S2)c1 (stereo unspecified) | . | . | . | . | 2.0% | . | i | 0.5 | 4% | -3% | .

Structures shown so far with a halogen:
SMILES | WT yeast gro inh | WT yeast gro inh mutant strain | XIAP displacement | PMI inhibitors | RSV antiviral HEp-2 | TNAP activation fold | Myeloid diff 2 | Myeloid diff 2 GFP+ MAC1+ % | PhoP inhibition | SIAH1 antagonists | human PMI inhibitors
Oc1oc(-c2ccc(Br)cc2)nc1C=Nc1ccc(Br)cn1 | -4 | -9 | -6.9% | -6% | 1.4% | 1.2 | i | 0.2 | -6% | -6% | -6%
CCN(Cc1ccccc1)Cc1c(F)cccc1F | 11 | 23 | -3.8% | 2% | -0.9% | 1.1 | i | 5.4 | 2% | 3% | -14%

Other entries follow:
SMILES | WT yeast gro inh | WT yeast gro inh mutant strain | XIAP displacement | PMI inhibitors | RSV antiviral HEp-2 | TNAP activation fold | Myeloid diff 2 | Myeloid diff 2 GFP+ MAC1+ % | PhoP inhibition | SIAH1 antagonists | human PMI inhibitors
Brc1ccc(OCCCCN2CCCCC2)cc1 | . | . | . | . | -1.5% | . | i | 0.4 | -5% | -2% | .
O=C(NC1=NCCS1)c1ccncc1 | -7 | -13 | -4.7% | 2% | 0.4% | 1.1 | i | 0.8 | -1% | -1% | 1%
Cc1cc(-n2c(SCC(=O)Nc3ccc(Br)cc3)nc3n[nH]c(C)c3c2=N)ccc1Cl | . | . | . | . | -0.5% | . | i | 3.4 | -2% | -4% | .
Cc1cc(Cl)ccc1OCc1nc(-c2ccncc2)no1 | 19 | 45 | -3.4% | 2% | ? | 1.1 | . | . | -10% | 4% | 2%
CCc1cc2cc(C)cc(C)c2nc1SCC(=O)Nc1cc(C)on1 | -14 | -5 | -7.9% | 6% | -0.3% | 1.1 | i | 0.0 | 6% | 6% | 1%
Cc1ccc(C)c(N(C)C(=O)c2ccc3c(=O)n4c(nc3c2)CCCCC4)c1 | . | . | . | . | 1.1% | . | ? | . | 0% | 8% | .
O=C(Cn1c2ccc(F)cc2c2nc3n(c(=O)c21)CCS3)N1CCCC1 | . | . | . | . | 1.4% | . | i | 4.0 | 1% | -2% | .
OC1COC(OCC2OC(OCc3ccccc3)C(O)C(O)C2O)C(O)C1O (stereo unspecified) | 4 | 1 | -15% | 13% | 3.0% | 1 | i | 2.0 | -5% | 6% | 11%
CCN1CCCC1CNCC(=O)Nc1ccc(OC(F)(F)F)cc1 (stereo unspecified) | . | . | . | . | -1.9% | . | i | 0.3 | 6% | 4% | .
CS(=O)(=O)c1ccc2nc(NC(=O)c3ccc(Cl)nc3)sc2c1 | -1 | 3 | -3.8% | -11% | 3.7% | 1.1 | i | 0.3 | 2% | 4% | -13%
Oc1c(Br)cc(/C=N/NC(=S)NCC2CCCO2)cc1Br (stereo unspecified) | . | . | . | . | -0.5% | . | i | 0.4 | -7% | -4% | .
Cn1c(C(O)c2ccccc2F)nc(Cl)c1Cl (stereo unspecified) | 2 | 10 | -5.2% | 5% | 0.7% | 1.1 | i | 2.1 | 1% | 0% | 2%
COc1ccc(Cc2nnc(NC(=O)c3ccccc3C)s2)cc1 | . | . | . | . | 13% | . | i | 0.7 | 0% | 1% | .
Cc1cc(-c2ccc(C)c(S(=O)(=O)NCc3ccc(Br)cc3)c2)on1 | . | . | . | . | 14% | . | i | 1.6 | -6% | 7% | .
S=c1[nH]nc(-c2cccs2)n1/N=C/c1cccs1 | -19 | -2 | -6.0% | 7% | 0.6% | 0.6 | i | 0.4 | 2% | 1% | 6%
Cc1cccc(C(=O)OC2CCN(C)CC2)c1 | -7 | -19 | -4.8% | 11% | -0.6% | 1 | i | 0.3 | -1% | 1% | 9%
CCC(CC)C(=O)Nc1ccc(S(=O)(=O)Nc2nccs2)cc1 | -4 | -14 | 14% | 3% | -0.5% | 1.1 | i | 0.2 | -9% | -6% | 6%
CCCCNC(=O)c1nn(-c2ccccc2OC)c(=O)c2ccccc12 | -5 | 3 | 0.5% | 9% | 1.1% | 1 | i | 0.4 | -3% | -5% | 9%
COc1ccc(N2C(=O)CC(S/C(N)=N/N=C(\C)c3cccs3)C2=O)cc1 (stereo unspecified) | 1 | -8 | -2.3% | 1% | 1.8% | 1.1 | i | 0.1 | 2% | -1% | 3%
Cc1c(OC(C)C(=O)NCc2ccccn2)ccc2c3c(c(=O)oc12)CCC3 (stereo unspecified) | . | . | . | . | 3.5% | . | i | 1.7 | 1% | 11% | .
Cc1[nH]c2ccc(F)cc2c1CCN(Cc1cccnc1)C(=S)Nc1ccc(F)cc1 | 5 | -3 | -6.6% | 6% | 7.2% | 1.1 | i | 0.7 | 2% | -5% | 8%
COC(=O)C1=C(O)/C(=C\c2ccc(CNC(=O)C(=O)Nc3ccc(C)cc3)o2)N=C1C | 76* | 5.6* | -6.9% | -13% | 3.1% | 1 | i | 0.8 | -13% | -1% | -3%
Cc1ccc(S(=O)(=O)N2CC(O)CC2C(=O)Nc2ccc3c(c2)CCC3)cc1 (stereo unspecified) | 2 | -1 | -0.6% | 7% | 1.9% | 1.1 | i | 0.7 | 0% | 3% | 1%
CC(=O)Oc1cccc(N2C(=O)c3ccc(C(=O)Nc4cccnc4)cc3C2=O)c1 | -1 | 10 | -2.8% | -10% | 0.4% | 1.1 | i | 0.3 | -1% | 10% | -8%
COc1ccccc1C(=O)N1CCC(N2CCN(c3ccccc3OC)CC2)CC1 | . | . | . | . | -2.1% | . | i | 0.2 | -3% | 3% | .
O=C(COC(=O)c1cccs1)Nc1ccccc1Cl | . | . | . | . | 1.7% | . | i | 8.1 | -2% | 1% | .
O=C(/C=C\c1cn(-c2ccccc2)nc1-c1ccccc1)Nc1nccs1 | 10 | 19 | -8.7% | 9% | 15% | 1.1 | i | 0.8 | -11% | 20% | -6%
COc1ccccc1NC(=O)CSc1nnnn1-c1ccc(C)cc1 | 14 | -17 | -6.5% | 10% | 1.0% | 1.1 | i | 0.7 | 6% | 7% | 6%
Cc1ccc(/C=C2\C(=O)Nc3ccccc32)o1 | 10 | 2 | -3.4% | -7% | 21% | 1.8 | ? | . | 11% | 5% | 7%
CCc1nc2c(cnn2-c2ccc(Cl)cc2)c(=O)n1-c1ccc(OC)cc1 | 53 | 21 | -1.0% | 4% | 2.6% | 1.1 | i | 0.5 | -6% | -1% | -1%
N/C(Cc1ccc(Cl)cc1Cl)=N\OC(=O)c1ccccc1F | 97* | 84* | -9.8% | 16% | -0.8% | 1 | i | 0.1 | -6% | 2% | 19%
COc1ccc(S(=O)(=O)N[C@H](C(=O)O)C(C)C)cc1 | -12 | -1 | -3.7% | -13% | 1.2% | 1.1 | . | . | 0% | 2% | -6%
O=C(O)C1Cc2ccccc2CN1C(=O)CCl (stereo unspecified) | -3 | 4 | -6.7% | -16% | -0.4% | 1.1 | i | 0.9 | 6% | 12% | 3%
COc1cc(OC)nc(NC(=O)NS(=O)(=O)c2ccccc2Cl)n1 | . | . | . | . | 1.2% | . | i | 1.0 | -8% | 8% | .
CSc1nncn1/N=C/c1ccc([N+](=O)[O-])cc1 | -20 | 11 | -2.0% | -2% | 4.6% | 1.1 | i | 0.4 | -3% | 4% | -2%
O=[N+]([O-])c1ccccc1/C=N\Nc1nccs1 | . | . | . | . | 1.8% | . | i | 0.8 | -6% | 4% | .
COc1ccc(OC)c(NC(=O)C(Sc2ccccc2)c2ccccc2)c1 (stereo unspecified) | 36 | 4 | -3.9% | 12% | 9.3% | 1.1 | i | 0.9 | -2% | 2% | 6%
CCCCCCCn1ccc(=N)cc1 | 17 | -14 | -3.7% | 20% | 0.0% | 1.1 | . | . | 8% | 5% | 15%
Cc1nc([N+](=O)[O-])cn1CC(=O)Nc1ccc([N+](=O)[O-])cc1 | . | . | . | . | 0.9% | . | i | 0.6 | 11% | -7% | .
CCOC(=O)c1cnn(-c2ncnc3c2cnn3C)c1N | . | . | . | . | 0.4% | . | i | 0.7 | -2% | 13% | .
COc1cc(/C=C2\SC(=O)N(c3ccccc3Cl)C2=O)cc([N+](=O)[O-])c1O | 83* | 33* | -7.6% | 16% | . | 0.8 | i | 0.5 | -4% | -2% | 21%
Cc1[nH]c2ccccc2c1C(=O)C(=O)N1CCOCC1 | . | . | . | . | 1.6% | . | i | 1.3 | 5% | 8% | .
Cc1ccc(C2=NN(S(C)(=O)=O)C(c3cccs3)C2)cc1 (stereo unspecified) | 6 | -6 | -4.4% | 2% | 8.2% | 1 | i | 4.6 | -13% | 2% | 1%
